# From PubChem
# ALOX12 inh = inhibitors of human 12S-lipoxygenase ALOX12. purified 12hLO, xylenol orange hydroperoxide absorbance. Potency, µM (highest dose often 108 µM), without a hit: at the highest dose activity change, negative = inhibition, hits mostly inhibitors. actives 1.1% (n = 580,000); active = well fitted inhibition curve with a large enough effect; inconclusive = small, poorly fitted or top-dose-only effect, or another doubt; inactive = no such curve, though single readings can be large or run the other way
# Target sequence (P18054 whole entry, looked up): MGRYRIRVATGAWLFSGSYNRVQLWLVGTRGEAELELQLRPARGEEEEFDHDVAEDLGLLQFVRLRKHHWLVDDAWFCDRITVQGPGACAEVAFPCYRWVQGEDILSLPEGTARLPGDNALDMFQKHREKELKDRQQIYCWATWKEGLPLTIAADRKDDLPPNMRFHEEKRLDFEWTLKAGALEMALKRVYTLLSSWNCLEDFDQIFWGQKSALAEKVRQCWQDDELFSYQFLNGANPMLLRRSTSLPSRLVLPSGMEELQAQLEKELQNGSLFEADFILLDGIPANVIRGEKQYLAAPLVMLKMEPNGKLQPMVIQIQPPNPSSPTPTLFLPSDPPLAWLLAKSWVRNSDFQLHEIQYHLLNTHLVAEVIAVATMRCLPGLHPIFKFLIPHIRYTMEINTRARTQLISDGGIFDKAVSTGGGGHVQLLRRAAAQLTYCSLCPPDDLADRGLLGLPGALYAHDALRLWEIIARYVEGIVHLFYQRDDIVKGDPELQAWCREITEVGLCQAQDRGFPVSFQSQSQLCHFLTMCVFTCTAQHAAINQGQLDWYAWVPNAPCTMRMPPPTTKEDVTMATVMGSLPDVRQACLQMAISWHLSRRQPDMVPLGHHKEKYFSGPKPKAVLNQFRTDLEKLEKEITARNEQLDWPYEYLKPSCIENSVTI
#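 Hydroperoxide product was detected by ferrous iron/xylenol orange as the 573 to 405 nm absorbance ratio. Arachidonic acid at 40 uM (final) was turned over for 30 min at room temperature by 150 nM human 12hLO, pH 7.0 Hepes buffer, after 15 min compound preincubation.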
# * = called active by the depositor; ? = inconclusive; [ ] = remark or other dose. % is set by controls: 0 for no effect and ±100 for the full control effect; potency is the fitted concentration of half-maximal effect. Only part of the results is shown; rates above refer to the full screens.
SMILES,ALOX12 inh
O=C(NCc1ccccc1F)[C@H]1[C@H](CO)[C@H]2Cn3c(cccc3=O)[C@H]2N1CC1CC1,-30%
CCOc1ccc(N(CC)C(=O)C(=O)c2c(C)n(C)c3ccccc23)cc1,-7%
CNc1ncncc1-c1ccc(C(=O)N(C)C)cc1,32µM*
COC[C@H]1NC(=O)CC[C@H]1C(=O)NCc1ccccc1,10%
CC(C)NC(=O)C1(C)CSCC(=O)N1CC(F)(F)F (stereo unspecified),1%
Cc1ccc2c(c1)N1C(=O)OC[C@@H]1CCN(C(=O)c1ccccc1)C2,-2%[176 µM]
CC(CNC(=O)c1noc(-c2ccc3c(c2)OCO3)n1)c1ccccc1 (stereo unspecified),7%
N#Cc1nc(-c2ccc(S(=O)(=O)N3CCCCCC3)cc2)oc1NCCN1CCOCC1,-2%
Cc1ccsc1/C=N/NC(=O)c1cccc2ccccc12,25%
Cc1ccc2c(n1)N(C)[C@H](CO)CCN(Cc1cnc3ccccc3c1)C2,-6%[176 µM]
COc1ccc(CNC(C)C)c2ccccc12,?
O=C(CCC1CCCC1)N1CCCCCC1c1nc(-c2ccncc2)no1 (stereo unspecified),20%

# A second format for four compounds above:
Compound: COC[C@H]1NC(=O)CC[C@H]1C(=O)NCc1ccccc1
- ALOX12 inh: 10%
Compound: Cc1ccsc1/C=N/NC(=O)c1cccc2ccccc12
- ALOX12 inh: 25%
Compound: O=C(CCC1CCCC1)N1CCCCCC1c1nc(-c2ccncc2)no1 (stereo unspecified)
- ALOX12 inh: 20%
Compound: Cc1ccc2c(n1)N(C)[C@H](CO)CCN(Cc1cnc3ccccc3c1)C2
- ALOX12 inh: -6%[176 µM]

# New compounds follow
SMILES,ALOX12 inh
O=C(Nc1ccc(N2CCOCC2)c(Cl)c1)c1cccc2ccccc12,16%
CC(C)NC(=O)C1(C)CSCC(=O)N1CCOc1ccccc1 (stereo unspecified),?
O=C(c1ccccn1)N1CC(=O)N(C2CCCCC2)CC(OCc2ccccc2)C1 (stereo unspecified),22%
COc1ccccc1CNC(=O)C1(c2ccc(NC(=O)C3CC3)cc2)CCCCC1,22%
O=C(CN1C(=O)C(c2ccccc2)=NC12CCCC2)NCc1ccc(F)cc1,-2%
CCOc1ccc(Nc2nc(-c3ccc([N+](=O)[O-])cc3)nc3ccccc23)cc1,?
CCc1ccc([S+](=O)([O-])c2nnn3c2nc(N2CCC(F)CC2)c2ccccc23)cc1,1%[6.33 µM]
Cc1cc(C(=O)N2CCN(S(=O)(=O)c3c(F)cccc3F)CC2)c(C)n1Cc1cccs1,-55%
CCCCC1CCC(C(=O)NNC(=O)c2ccc(Cl)cc2)CC1 (stereo unspecified),1%
O=C(NCc1nnc2n1C(C(=O)N1CCN(c3ncccn3)CC1)CC2)c1ccc(Cl)cc1Cl (stereo unspecified),9%[6.33 µM]
CCN(CC)c1ccc(N=Cc2c3ccccc3cc3ccccc23)cc1,?
O=C(O)C[C@@H]1CCN(C(=O)Nc2ccccc2)C[C@@H]1CCN1CCN(c2ccccn2)CC1,32%[activator]
CN(CC(=O)NC(=O)NC1CCCC1)Cc1ccc(C(=O)NCC(F)(F)F)cc1,4%
CCOC(=O)c1nc(Nc2cccc(C)c2C)c2ccccc2n1,46%[activator]
COc1ccccc1N1CCN(c2nc(-c3cccnc3)nc3ccccc23)CC1,-5%
O=C(CC1CCOC2(CCN(S(=O)(=O)Cc3ccccc3F)CC2)C1)NC1CC1 (stereo unspecified),27%
Cc1noc(C)c1Cn1ccn2nc3c(c2c1=O)CCCC3,23%
CCCCn1c(-n2nc(C)cc2C)nc2c1c(=O)n(CC(=O)OC)c(=O)n2C,27%
O=C(NC1CCCCC1)N1CCC(c2noc(C3CC3)n2)C1 (stereo unspecified),-1%
C[C@H]1CN(C(=O)Cc2ccccc2)C[C@@H]1c1nc(-c2ccncc2)no1,46%[activator]
Cc1nn(-c2ccccc2)cc1C(=O)N1CCC(C(C)C(=O)NCc2ccc3c(c2)OCO3)CC1 (stereo unspecified),-3%
CN(C)c1ncc2nc(-c3ccccc3)c(=O)n(CCc3ccccc3)c2n1,-8%
CCC(O)CNC(=O)c1cnn(-c2nccc(-c3cc(C)sc3C)n2)c1C1CC1 (stereo unspecified),9%
O=C(CN1C(=O)NC2(CCCCC2)C1=O)NC1CCCC1,5%

# Shown bar-delimited: three of the compounds above.
mol | ALOX12 inh
C[C@H]1CN(C(=O)Cc2ccccc2)C[C@@H]1c1nc(-c2ccncc2)no1 | 46%[activator]
Cc1nn(-c2ccccc2)cc1C(=O)N1CCC(C(C)C(=O)NCc2ccc3c(c2)OCO3)CC1 (stereo unspecified) | -3%
CN(C)c1ncc2nc(-c3ccccc3)c(=O)n(CCc3ccccc3)c2n1 | -8%

# Later entries
SMILES,ALOX12 inh
Cc1ccc(CCN2C[C@]34C=C[C@H](O3)C(C(=O)N(C)Cc3nccn3C)C4C2=O)cc1 (stereo partly specified),16%
Cc1noc([C@@H]2CN(S(=O)(=O)c3ccc4c(c3)CCC4)C[C@H]2C(N)=O)n1,-6%
COc1ccnc(-c2nnc3ccc(N(C)c4ccccc4)nn23)c1,30%[176 µM]
CCOc1ccccc1CNC(=O)c1noc(-c2ccc(C)cc2)n1,?
CC(C)CN1C(=O)c2ccccc2C(C(=O)Nc2ccncc2)C12CCCC2 (stereo unspecified),48%[activator]
COc1ccccc1C(=O)CSc1nnc(Nc2cccc(C)c2C)s1,-2%
Fc1cccc(Cl)c1CN1CCc2ccccc2C1,-8%
O=C(/C=C/Nc1ccc(Oc2ccccc2)cc1)c1ccc(F)cc1,24%
CN(CC(=O)Nc1ccc(F)cc1)C(=O)COc1ncnc2sccc12,-6%
O=C(O)C1CC2CCCC(C1)C2=O (stereo unspecified),-6%
CCNC(=O)NCCC12CC3CC(CC(C3)C1)C2,5%
CC(C)Oc1cccc(Cn2cnc3c2c(=O)n(C)c(=O)n3C)c1,-28%
O=C(CS(=O)(=O)Cc1coc(-c2ccccc2)n1)N1CCCC1,?
COc1ccc(CN2CCC3(CCC(CNC(=O)c4ccco4)O3)CC2)c(OC)c1C (stereo unspecified),3%
Cc1cc(C)c(C(=O)Nc2ccccc2C)c(SCC(=O)NC2CCCCC2)n1,-7%
CO[C@H]1C(=O)N(C2CCN(S(=O)(=O)c3c(C)nn(C)c3C)CC2)[C@H]1c1ccncc1,32%[activator]
COc1ccc(C(=O)N2C(C(=O)N3CCCC3)COC23CCN(C(=O)C2CCC2)CC3)cc1 (stereo unspecified),47%[activator]
COc1ccc(-c2nnc(SCCS(=O)(=O)c3ccc(Br)cc3)o2)cc1,14%
CCCCCCCCN1C(=O)[C@H](CC(=O)N2CCSCC2)C[C@@]2(C(=O)OC)CCCCC=C12,?
CN(Cc1cccc(C(F)(F)F)c1)C(=O)Cc1cccc(Cl)c1,-3%
CS(=O)(=O)c1ccc(C(=O)N(Cc2ccco2)Cc2cccs2)cc1,?
CCC(=O)Nc1cccc(C2OC(=O)N(Cc3ccc(C)cc3)C2C(=O)NCC2CCCO2)c1 (stereo unspecified),22%
O=C(c1cccc(S(=O)(=O)NC2CC2)c1)N1CCN(c2ccccc2F)CC1,24%
CC12C3C=CC(C3)C1([Si](C)(C)C)C2C(=O)O (stereo unspecified),?
COc1ccc(/C=C/C(=O)OCCN(C)C)cc1,-22%
CCOc1cc(-c2nccn2CCNc2cccnc2)ccc1O,13%
COc1ccc(C(C)=O)cc1COC(=O)c1ccccc1Br,4%
Fc1cccc(F)c1C(Nc1nncs1)Nc1nncs1,-1%
COc1ccc(-c2cc(=O)oc3cc(OCC(=O)NCCN(C)C)ccc23)cc1,?
COc1ccccc1CNC(=O)c1cccc(C)c1,20%
NS(=O)(=O)c1ccc(F)c(C(=O)NCc2nc(C3CCCCC3)no2)c1,28%
Cc1cccc(C(=O)N2C(C(=O)NCC3CCCO3)COC23CCC(C)CC3)c1 (stereo unspecified),43%
Cc1nn(CCc2nc(-c3ccccc3F)cs2)c2[nH]c(=O)cc(C(F)(F)F)c12,7.1µM*
COCCN1C(=O)c2ccccc2C(C(=O)NC2CCCCCC2)C12CCCCC2 (stereo unspecified),19%
COc1ncccc1C(=O)N1C[C@@H](CN2CCCCC2)[C@@H](CO)C1,27%
Cc1ccccc1N(CC(=O)NCCN1CCOCC1)S(=O)(=O)c1ccccc1,-5%
O=C(Cn1cnc2nc(N3CCOCC3)sc2c1=O)Nc1ccccc1,17%
COCC(=O)N1CCN(C(=O)C(=O)c2cccn2C)[C@H]2CS(=O)(=O)C[C@H]21,18%
Cc1cc(C)cc(-n2c(=O)c3sccc3n(CC(=O)NC3CCc4ccccc43)c2=O)c1 (stereo unspecified),2%
CNc1nccc(N2CCC(CC(=O)NCCCN3CCc4ccccc4C3)CC2)n1,46%[activator]
COc1cccc(C(=O)Nc2ccc3oc(-c4ccccc4)cc(=O)c3c2)c1,32%
O=c1oc2ccccc2c(NC2CCCCC2)c1NS(=O)(=O)c1ccccc1Cl,7%
O=C(NCc1ccco1)N1CCc2c(nc(-c3ccc(F)cc3)[nH]c2=O)C1,11%
COc1ccc(-c2nc(C#N)c(NCCN3CCOCC3)o2)cc1,17%
O=C(c1ccco1)N1CCN(C(=O)c2cc(=O)c3cc(Cl)ccc3o2)CC1,-13%
CCCCCCCNCc1sccc1C,-2%
N#Cc1cccc(CN[C@H]2CO[C@H]3[C@@H]2OC[C@@H]3n2cc(-c3ccccn3)nn2)c1,2%[176 µM]
CCCCNC(=O)C12CC3CC(CC(C3)C1)C2,19%
CC(=O)c1c[nH]c2cc(C#N)ccc12,-26%
N#Cc1cccnc1N1CCN(Cc2ccc(F)c(F)c2)C(CCO)C1 (stereo unspecified),24%
O=C(NCc1nnc2cc(-c3nc(C4CC4)no3)ccn12)c1cccnc1,41%[activator]
COCCn1c(SCC(C#N)CCC#N)nnc1-c1ccc(Cl)cc1 (stereo unspecified),?
CC(C)c1nccn1CCCNC(=O)c1ccc(NC2CCC(O)CC2)nc1 (stereo unspecified),23%
COc1ccccc1NC(=O)Cn1c(C)cc2nc3n(c(=O)c21)CCCCC3,50%
CCn1ccc(C(=O)N2C[C@@H](CO)[C@H](c3ccccn3)C2)n1,57%[activator]
CC1CCCC(N2CCN(Cc3cccc(Cl)c3)CC2)C1 (stereo unspecified),?
O=C(NC[C@H]1O[C@@H](CC(=O)N2CCN(c3ccccc3)CC2)[C@H](O)[C@@H]1O)Nc1cccc(F)c1,9%
CCc1c(C)nc(C)nc1N1CCN(C)C2(CCC(=O)N(CC)CC2)C1 (stereo unspecified),7%
CCN(CC)S(=O)(=O)c1ccc(C)c(NC(=S)Nc2ccccc2C(C)(C)C)c1,16%
Cc1cc2ccccc2n1CC(=O)Nc1ccc(OCC(N)=O)cc1,-11%
# The list goes on.
SMILES,ALOX12 inh
Cn1c(N)c(C(=O)CCc2ccccc2)c(=O)n(C)c1=O,3%
CC(C)c1nc2c(c(-c3ccc(O)cc3)n1)CN(Cc1ccc(OC(F)(F)F)cc1)CC2,38%
Cc1ccc(CN2CCC(N3CCCCCC3=O)CC2)cc1,8%[176 µM]
COc1cc2nc(CSCC(=O)NCCC(C)C)[nH]c(=O)c2cc1OC,-36%
COc1ccc(Nc2nc(-c3ccc(C)cc3C)cs2)cc1,?
CCC(=O)Nc1ccc(C2(C(=O)N3CCN(c4ccccn4)CC3)CCCCC2)cc1,55%[activator]
O=C(NC1CC1)c1ccccc1OC1CN(C2CCC2)C1,19%
CC(C)(C)NC[C@H](O)COc1cccc2[nH]c(=O)[nH]c12,254%[activator]
COc1ccc2nc(C[C@@H]3C[C@@H](C(C)C)[C@H](CNC(=O)COCC(=O)O)C=C3C)[nH]c2c1,?
O=C(N1CCOCC2(C1)CN([S+](=O)([O-])c1ccccc1)C2)C1(c2ccccc2)CC1,2%[176 µM]
O=C(O)CCC(=O)N1C[C@@H]2OCC(=O)N(Cc3ccccc3)[C@@H]2C1,?
Cc1ccc2[nH]c(-c3ccc(Cl)cc3)c(C#N)c2c1,-10%
O=C1NC[C@H](CCCCN2CCN(CC3CCCCC3)C(=O)C2=O)N(Cc2ccccc2)C1=O,-4%
CC(C)CCC(C)Nc1ncnc2c1CN(C1CCCNCC1)C(=O)CN2C (stereo unspecified),?
C[C@]1(CO)C2CC[C@@H](O)[C@@H](CC(=O)NCc3cccs3)[C@]2(C)CC[C@H]1OC(=O)NC1CCCCC1 (stereo partly specified),54%[activator]
CCN(CCO)C(=O)CCOc1ccccc1,3%
COc1ccc(NC(=O)N2CCCC3(CCN(C(=O)c4cc(C(F)(F)F)cc(C(F)(F)F)c4)CC3)C2)cc1,2%[57.4 µM]
CCCCC[C@@H](C)N1C[C@@H](COCc2ccccc2)Oc2cc(N3CCC[C@@H]3COC)ccc2S1(=O)=O,?
CCCCCc1ccc(-c2ccc(-c3ccc(C#N)cc3)nc2)cc1,0%
Cn1c(=O)c(-c2cccc(F)c2)nc2cncnc21,0%
CCC(=O)Nc1ccc2c(c1)nc(Cn1cccn1)n2CC(C)C,-8%
